# UTI89 phage lysis – protection from phage-mediated lysis, alamar blue read-out – E. coli UTI89, K1F phage, bacterial capsule biogenesis inhibitors (AID 488966). E. coli UTI89 K1F phage lysis, alamar blue, 2 h; higher % means a stronger effect. one-dose inhibition, % at 100 µM; IC50 in µM for titrated hits. 340,000 tested, 0.02% active;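 active = phage lysis inhibition, versus mean bacterial control, above a set limit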;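 note: capsule biogenesis inhibitors block K1F phage lysis so surviving cells raise fluorescence; higher fluorescence means more inhibition of phage lysis; actives were called in the ten point dose series up to 300 µM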
# NTR1 agonist – NTR1-driven beta-arrestin-GFP spot formation – imaging, U2OS cells, high content, primary screen (AID 493036); activation, % at 20 µM; 330,000 tested, 0.17% active; P30989; agonist mode;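 active = activation at or above 40% of the spot to cytoplasm intensity ratio, with at least 20 cells analyzed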;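 note: 0% = DMSO without peptide and 100% = 100 nM NTR1 peptide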
# Target sequence (P30989 whole entry, looked up): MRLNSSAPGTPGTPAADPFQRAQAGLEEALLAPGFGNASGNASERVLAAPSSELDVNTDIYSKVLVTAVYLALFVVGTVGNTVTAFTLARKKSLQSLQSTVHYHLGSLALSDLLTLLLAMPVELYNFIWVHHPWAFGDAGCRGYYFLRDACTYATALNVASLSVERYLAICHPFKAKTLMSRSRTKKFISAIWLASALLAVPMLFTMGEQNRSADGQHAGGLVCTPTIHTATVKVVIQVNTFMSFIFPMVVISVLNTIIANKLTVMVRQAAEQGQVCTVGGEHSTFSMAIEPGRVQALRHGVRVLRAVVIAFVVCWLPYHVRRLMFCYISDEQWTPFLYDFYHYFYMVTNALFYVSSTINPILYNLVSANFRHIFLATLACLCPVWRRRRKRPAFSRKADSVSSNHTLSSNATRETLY
# MgcRacGAP inhibition – MgcRacGAP GTPase-activating activity inhibitors, confirmation, biochemical, ADP Hunter fluorescence; AID 624330; 340,000 tested, 0.6% active; inhibition, % at 30 µM; hits with a dose series show IC50 in µM; MgcRacGAP-stimulated Rac1 GTP hydrolysis, ADP Hunter fluorescence; higher % means a stronger effect; GST-tagged Rac1 F28L mutant substrate;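 active = first-screen hits whose inhibition reached a set limit at any dose in the follow-up dose series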;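 note: fluorescence reports GDP produced by GAP-driven GTP hydrolysis; strong numbers were not always called active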
# NTR1 agonist cell count 20 µM – second read-out of NTR1 agonist, no call of its own (marks repeat the call); cell count; measured here: cell count, cytotoxicity flag
# The depositor's hits bear a star; [ ] = dose if it differs, or a comment.
SMILES,UTI89 phage lysis,NTR1 agonist,NTR1 agonist cell count 20 µM,MgcRacGAP inhibition
O=S(=O)(Nc1cccc(S(=O)(=O)N2CCCC2)c1)c1ccc(Cl)s1,-0.2%[50 µM],-0.2,56,0%
O=C(COC(=O)/C=C/c1cccc(Cl)c1)Nc1c(F)cccc1F,2.5%,0.9,65,-6%
CC#C[C@@H](CC)c1ccc2ccn(C)c2c1,1.6%,-2.1,61,9%
COc1ccc(CNC(=O)Cn2ccc(N)nc2=O)cc1,0.8%,0.4,65,11%
N#Cc1ccccc1OCC(=O)NNC(=O)CCNC(=O)c1ccccc1,0.6%[50 µM],-1.3,54,-4%
CC(NC(=O)CNC(=O)c1ccc2c(c1)OCO2)c1ccc(S(N)(=O)=O)cc1 (stereo not given),0.6%[50 µM],-1.1,86,5%
O=C1C(=O)c2ccccc2C(O)=C1C1CCC(c2ccc(Cl)cc2)CC1 (stereo not given),1.4%,13,87,-3%
COc1ccc([C@H]2CC(=O)C=C(c3cccc(OCc4ccccc4)c3)C2)cc1,1.8%,3.0,53,2%
NC(=O)C1CCN(C(=O)C(Cc2ccccc2)NC(=O)c2ccccc2)CC1 (stereo not given),0.5%[50 µM],1.9,77,-2%
COc1ccccc1C(=O)NC(=O)COC(=O)Cc1ccccc1[N+](=O)[O-],0.8%[50 µM],0.3,51,3%
Cc1ccc(COC(=O)c2cc(S(=O)(=O)N3CCOCC3)ccc2C)cc1,0.0%[50 µM],2.6,46,2%
CC(=O)Oc1c(C)c(C)c2c(c1C)CCC(C)(CCCC(C)CCCC(C)CCCC(C)C)O2 (stereo not given),2.8%,1.5,63,3%
Cc1ccc2c(COC(=O)CNC(=O)c3ccco3)cc(=O)oc2c1C,-2.0%,-1.3,49,7%
COc1ccc(OCCOC(=O)CN2C(=O)NC3(CCCC3)C2=O)cc1,1.6%[50 µM],1.3,45,5%
CC(=O)c1c(C)[nH]c(C(=O)N2CCN(S(=O)(=O)c3ccc(F)c(F)c3)CC2)c1C,0.8%[50 µM],-1.0,70,1%
O=C(CNC(=O)c1ccc(Cl)c([N+](=O)[O-])c1)OC1CCCCC1=O (stereo not given),0.4%[50 µM],1.8,67,-1%
N#CCC(=O)Nc1ccc(C(=O)NNC(=S)NC2CC2)cc1,0.2%[50 µM],0.8,56,3%
CCC(CO)Oc1cc(NC(=O)Cc2ccccc2F)c2ncn(C(C)C)c2c1 (stereo not given),0.2%,-1.1,49,5%
COc1ccccc1CNC(=O)c1cccc(S(=O)(=O)N2CCCC2)c1,0.7%[50 µM],1.3,75,6%
CN(CC(=O)Nc1cccc(F)c1)C(=O)c1ccc(COc2ccccc2)o1,-1.3%,-1.2,69,8%

# In the list so far, five contain an aryl methoxy group.
SMILES,UTI89 phage lysis,NTR1 agonist,NTR1 agonist cell count 20 µM,MgcRacGAP inhibition
COc1ccc(CNC(=O)Cn2ccc(N)nc2=O)cc1,0.8%,0.4,65,11%
COc1ccc([C@H]2CC(=O)C=C(c3cccc(OCc4ccccc4)c3)C2)cc1,1.8%,3.0,53,2%
COc1ccccc1C(=O)NC(=O)COC(=O)Cc1ccccc1[N+](=O)[O-],0.8%[50 µM],0.3,51,3%
COc1ccc(OCCOC(=O)CN2C(=O)NC3(CCCC3)C2=O)cc1,1.6%[50 µM],1.3,45,5%
COc1ccccc1CNC(=O)c1cccc(S(=O)(=O)N2CCCC2)c1,0.7%[50 µM],1.3,75,6%

# Additional entries follow:
SMILES,UTI89 phage lysis,NTR1 agonist,NTR1 agonist cell count 20 µM,MgcRacGAP inhibition
CC(OC(=O)c1ccc(Cl)nc1)C(=O)N1CCc2ccccc21 (stereo not given),-0.2%[50 µM],0.1,62,3%
CN(C)/C=C(/C(=O)c1ccccc1Cl)S(=O)(=O)c1ccccc1,0.0%,-1.0,66,8%
CCN(c1ccc(C(=O)CSc2nnc(C3CC3)n2C2CC2)cc1)S(C)(=O)=O,0.3%[50 µM],5.4,66,6%
CC(C)(C)c1ccc(OCCCC(=O)NNC(=O)c2ccccc2O)cc1,1.5%[50 µM],0.3,72,12%
CCOC(=O)C1=C(COC(=O)c2cccs2)NC(=O)NC1C (stereo not given),1.4%[50 µM],0.5,54,8%
CCCCn1c(N)c(N(CC(C)C)C(=O)c2ccc(N3C(=O)CCC3=O)cc2)c(=O)[nH]c1=O,1.5%[50 µM],0.4,94,2%
O=C(COC(=O)c1cc([N+](=O)[O-])ccc1N1CCOCC1)c1ccc(OC(F)F)cc1OC(F)F,1.2%[50 µM],3.6,63,4%
COc1ccc(SC[C@H](Cc2ccccc2)N2CC[C@@H](O)CCC2=O)cc1,1.7%,1.5,46,4%
O=C(Cn1cnc2c(OCc3ccccc3)ncnc21)NCCCn1ccnc1,0.0%,-1.3,55,10%
CCCCN(C(=O)CSc1nnnn1C)C1CCS(=O)(=O)C1 (stereo not given),0.6%[50 µM],0.7,63,9%
O=C(Nc1ccccc1N1CCCC1)C1CCN(S(=O)(=O)c2ccccc2)CC1,0.9%[50 µM],0.7,49,3%
CN(CC(=O)Nc1cccc(F)c1)C(=O)c1ccc(-c2cccc(C(F)(F)F)c2)o1,-0.3%[50 µM],5.3,63,-1%
COc1ccc(OC)c(/C=N\NC(=O)c2ccc(COc3ccc(C)cc3[N+](=O)[O-])o2)c1,-0.1%,4.9,48,4%
CCCCN(C(=O)CSCC(=O)Nc1ccc(C)cc1)c1c(N)n(CC(C)C)c(=O)[nH]c1=O,0.1%[50 µM],1.6,89,4%
COc1ccccc1NS(=O)(=O)c1cc(NC(=O)COc2ccccc2F)ccc1N1CCOCC1,-1.3%,1.5,58,7%
CC(=O)c1ccc(S(=O)(=O)N2CCN(C(=O)CN3C(=O)NC4(CCCC4)C3=O)CC2)cc1,0.5%[50 µM],1.4,60,8%
Cc1cc(NC(=O)CSc2nnc(NCc3ccco3)s2)no1,0.9%[50 µM],0.2,56,1%
Cc1nn(-c2ccccc2)c(Cl)c1C(=O)N(C)CC(=O)Nc1cccc(F)c1,0.3%[50 µM],0.7,58,7%
CN(C)S(=O)(=O)c1ccc(C(=O)OCC(=O)N2CC3(C)CC2CC(C)(C)C3)cc1 (stereo not given),0.0%[50 µM],0.9,69,5%
COc1cccc(NC(=O)CN(C)C(=O)c2cc3ccccc3cc2OC)c1,0.1%[50 µM],-1.1,83,-1%
O=C(NCc1ccc(Cl)cc1Cl)Nc1ccccc1,1.1%,1.3,58,7%
COc1ccccc1NS(=O)(=O)c1cc(NC(=O)c2cccc(S(=O)(=O)N(C)C)c2)ccc1N1CCOCC1,-0.3%[50 µM],1.3,64,-1%
O=C1C=C(c2ccc3ncccc3c2)C[C@@H](c2ccc(Cl)cc2)C1,0.1%,4.9,55,1%
Cc1ccc(NS(=O)(=O)c2ccc(C(=O)NCCN3CCOCC3)cc2)cc1,-1.4%,-3.0,52,4%
C=CCN1C(=O)c2ccc(C(=O)N(CC)CC(=O)Nc3c(F)cccc3F)cc2C1=O,0.1%[50 µM],1.2,60,9%
COCCN(C(=O)c1ccc(COc2ccccc2)o1)c1c(N)n(CC(C)C)c(=O)[nH]c1=O,0.1%[50 µM],-2.1,59,7%
Cc1cccc(NC(=O)c2cc3ccccc3c(=O)o2)n1,0.1%,-0.1,47,7%
COc1ccc(NC(=O)CN(C)C(=O)c2cccc(S(=O)(=O)N3CC4(C)CC3CC(C)(C)C4)c2)cc1 (stereo not given),0.3%[50 µM],-0.5,71,-2%
COc1ccc2c(c1)[C@H]1[C@H](CO2)[C@H](c2ccccc2)[C@]2(C)C(=O)Nc3cc(F)ccc3C(=O)N12,1.8%,2.2,68,10%
O=C1N[C@@H](c2ccccc2)COC(=O)[C@@H](Cc2ccc(F)cc2)C/C=C\C[C@H]1CC(=O)N(CCO)Cc1ccccc1,-0.7%,9.7,49,3%

# Compound profiles (already shown).
# Entry for Cc1cccc(NC(=O)c2cc3ccccc3c(=O)o2)n1 : UTI89 phage lysis: 0.1%; NTR1 agonist: -0.1; NTR1 agonist cell count 20 µM: 47; MgcRacGAP inhibition: 7%
# Entry for Cc1nn(-c2ccccc2)c(Cl)c1C(=O)N(C)CC(=O)Nc1cccc(F)c1 : UTI89 phage lysis: 0.3%[50 µM]; NTR1 agonist: 0.7; NTR1 agonist cell count 20 µM: 58; MgcRacGAP inhibition: 7%

# (next part)
SMILES,UTI89 phage lysis,NTR1 agonist,NTR1 agonist cell count 20 µM,MgcRacGAP inhibition
COc1ccc([C@@H]2CC=C(C(=O)O)[C@H](c3ccccc3F)N2S(=O)(=O)c2ccccc2C)cc1,-0.1%,7.9,108,10%
Cc1ccccc1C(=O)NCC(=O)N1CCN(c2ccccn2)CC1,-0.3%,1.3,59,6%
Cc1ccc(C2=NOC(C)(c3nnc(-c4cccc(Cl)c4)o3)C2)cc1 (stereo not given),-0.5%,-5.7,46,4%
COc1cc(C(C)=O)ccc1OCC(=O)NCCCn1nc(C)cc1C,0.9%[50 µM],1.3,57,-2%
CCOc1ccc(C(=O)NCC(=O)N2CCCCCCC2)cc1OCC,1.1%[50 µM],1.3,55,3%
CCOC(=O)c1cc(-c2ccccc2)nn1Cc1cc(C)no1,1.4%,3.0,92,18%
COc1ccc(/C=C(\C#N)C(=O)OCC(=O)NCc2ccccc2OC)cc1,0.9%[50 µM],1.0,60,5%
CCOc1ccc(OCCC(=O)OCC(=O)NC(C)c2ccccc2)cc1 (stereo not given),1.4%[50 µM],0.6,69,8%
CC1CCCN(C(=O)COC(=O)COc2ccc(C#N)cc2)C1 (stereo not given),0.4%[50 µM],-0.9,53,2%
O=C(CN1CCN(S(=O)(=O)c2ccc(Cl)cc2)CC1)NCc1cccs1,0.8%[50 µM],0.4,58,3%
CC(OC(=O)Cn1[nH]c(=O)c2ccccc2c1=O)C(=O)Nc1ccc(Cl)cn1 (stereo not given),1.4%[50 µM],0.9,45,4%
O=C(CSc1nc(=O)n(CCCN2CCOCC2)c2c1CCCC2)Nc1ccccc1Cl,1.9%[50 µM],0.8,63,8%
COc1ccc(C(=O)OCC(=O)NC2CCCCCC2)cc1OC,0.1%[50 µM],0.8,49,-3%
COc1ccc2oc(C(=O)NCCc3ccccc3)c(C)c2c1,-1.2%,0.7,51,7%
CC(Sc1nccn1C)C(=O)Nc1ccc(C(N)=O)cc1 (stereo not given),1.4%[50 µM],0.1,51,2%
CCCCn1c(N)c(N(CCOC)C(=O)COC(=O)COc2cc(C)c(Cl)cc2C(C)C)c(=O)[nH]c1=O,-2.0%[50 µM],0.9,59,11%
CC(=O)c1ccccc1NC(=O)c1ccc2c(c1)NC(=O)C(C)S2 (stereo not given),0.9%[50 µM],3.6,40,6%
CCCCn1c(N)c(N(CCC(C)C)C(=O)c2ccc3c(c2)OCCO3)c(=O)[nH]c1=O,1.7%[50 µM],1.4,64,6%
CC1CCC(NC(=O)c2cc(S(=O)(=O)N(C)C)ccc2N2CCCC2)CC1 (stereo not given),-0.2%[50 µM],1.1,70,5%
NS(=O)(=O)c1ccc(CNC(=O)c2ccc(C(=O)c3ccccc3)cc2)cc1,-1.3%,0.6,51,6%
O=C(O)/C=C/C(=O)Nc1nc(-c2ccc3ccccc3c2)cs1,-0.2%,0.1,38,11%
CC1(C)NC(=O)N(CCC(=O)Nc2cc(C(F)(F)F)ccc2Cl)C1=O,0.4%[50 µM],-1.4,53,0%
CC(OC(=O)c1cc[n+]([O-])cc1)C(=O)NCc1ccccc1 (stereo not given),0.1%[50 µM],0.0,62,-7%
COc1cc2c(cc1OC)CN(C(=O)c1nn(Cc3ccccc3)c(=O)c3ccccc13)CC2,-0.6%[50 µM],3.2,62,1%
CC1(C)C(=O)Nc2ccccc2N1C(=O)COc1ccc(C#N)cc1,1.1%[50 µM],-1.4,47,4%
Nc1nc2c(ccc3ccccc32)s1,0.5%,0.5,46,1%
Cc1ccc(OCC(=O)NCc2n[nH]c(=O)c3ccccc23)cc1,1.2%[50 µM],0.6,36,8%
CN(CC(=O)Nc1ccccc1C(=O)NC1CC1)Cc1ccc(Cl)s1,0.6%[50 µM],-3.1,68,-2%
Cc1cc(-n2c(C)cc(C(=O)CSc3nncn3C(C)C)c2C)no1,2.9%[50 µM],0.3,58,1%
COc1ccc(/C=C/C(=O)Nc2ccccc2F)cc1S(=O)(=O)N1CCOCC1,-1.0%,0.1,42,0%
COc1cc(C2OC(=O)C3C(c4ccc(OC(C)=O)c(OC)c4)OC(=O)C23)ccc1OC(C)=O (stereo not given),-0.5%,0.0,56,3%
CN(C)CCSc1nc2cc(S(=O)(=O)N3CCCCC3)ccc2o1,1.2%[50 µM],-1.2,53,7%
Cc1ccc(C(C(=O)NC2CCCC2)N(Cc2cccs2)C(=O)c2csnn2)o1 (stereo not given),-0.2%,1.6,80,7%
CC(C)(C)N(Cc1ccccc1)C(=O)COC(=O)/C=C/c1ccc2c(c1)OCO2,-0.1%[50 µM],-1.9,47,7%
CN(CC(=O)Nc1cccc(F)c1)CC(=O)Nc1cccc(S(=O)(=O)N2CCCCC2)c1,0.0%[50 µM],5.9,66,3%
CCN(CC)C(=O)COc1ccc(/C=N/NC(=O)c2cc(-c3ccccc3OC)nc3ccccc23)cc1OC,-1.9%,2.1,54,1%
O=C(CN1CCN(C(=O)c2cncn2-c2ccccc2)CC1)Nc1ccccc1Cl,0.1%[50 µM],-1.8,59,-2%
CC1(OC(=O)c2ccco2)C(=O)C=C2C=C(C3CC3)OC=C2C1=O (stereo not given),-0.3%,-3.8,86,8%

# Assay outcomes (PubChem BioAssay)

# An excerpt; the hit share may differ from the screen's.
